SENP7 inh: SENP7 protease inhibition | inhibition, % at 5 µM | Q9BQF6 | actives 1.5% (n = 330,000) | AID 434973 | recombinant SENP7, Z-RLRGG-aminoluciferin luminescence, 40 min;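 active means inhibition above about 50% at the single test dose, limit read from the data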;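 further: plate controls were DMSO with enzyme for no effect and no enzyme buffer wells for full effect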
Target sequence (Q9BQF6 706-1050 limits assumed): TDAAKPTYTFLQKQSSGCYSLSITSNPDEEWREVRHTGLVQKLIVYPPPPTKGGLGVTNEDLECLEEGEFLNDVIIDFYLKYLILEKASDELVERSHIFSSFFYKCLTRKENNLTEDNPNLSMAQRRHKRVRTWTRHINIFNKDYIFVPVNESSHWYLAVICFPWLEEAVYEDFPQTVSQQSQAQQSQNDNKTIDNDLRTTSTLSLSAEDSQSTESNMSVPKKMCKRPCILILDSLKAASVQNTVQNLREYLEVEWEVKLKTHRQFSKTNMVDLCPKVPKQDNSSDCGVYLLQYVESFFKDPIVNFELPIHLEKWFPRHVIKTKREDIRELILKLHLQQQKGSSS
HKDC1 inh: inhibitors of human hexokinase HKDC1; Q2TB90; recombinant HKDC1, G6PDH/diaphorase resazurin coupled fluorescence; actives 0.16% (n = 340,000); inhibition, % at 20 µM;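 active means inhibition above about 35% when tested at 20 µM, limit read from the data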;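 further: plate controls were DMSO wells with enzyme for no effect and DMSO wells lacking enzyme for full effect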
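Assay system: recombinant HKDC1 hexokinase; detection: coupled resazurin fluorescence, excitation 525 nm, emission 613 nm; benchmarks: DMSO-plus-enzyme-mix negative control, buffer-substituted positive control; compound dosing: single 20 µM dose; schedule: 90 min at room temperature in dark; also added: glucose plus 1 mM ATP as hexokinase substrates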
beta cell repl: inducers of beta-cell replication in MIN6 cells; MIN6 cells proliferation, ATPlite luminescence, 48 h; cells starved in 0.2% serum; 100% = growth in 10% serum; actives 0.29% (n = 330,000); proliferation, % at 10 µM;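 active means compounds whose signal lies at least 3.5 SD above the mean of all wells on their plate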;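 further: 0% = DMSO-treated cells in low-serum medium and 100% = 10% serum control; some compounds called inactive have numbers as strong as hits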
SENP1 FRET inh: blocks the human SENP1 SUMO protease catalytic domain. Q9P0U3. actives 0.21% (n = 360,000). inhibition, % at 10 µM. recombinant SENP1 catalytic domain, CyPet-SUMO1-YPet FRET cleavage;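 active means inhibition at least 30% at 10 µM, raw YFP signal under a set limit, fluorescence ratio 0.5 to 1.5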;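 further: 0% = enzyme with DMSO and 100% = no enzyme wells; some results filed as inactive read as strong as hits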
Target sequence (Q9P0U3 419-644 limits assumed): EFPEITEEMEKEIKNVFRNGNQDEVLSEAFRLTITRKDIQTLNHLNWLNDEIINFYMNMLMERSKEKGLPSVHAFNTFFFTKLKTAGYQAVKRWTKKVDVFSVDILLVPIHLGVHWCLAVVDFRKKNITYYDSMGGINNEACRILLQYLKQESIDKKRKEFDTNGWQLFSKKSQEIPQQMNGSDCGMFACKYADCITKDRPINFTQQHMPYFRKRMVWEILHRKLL
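Test system: human SENP1 catalytic domain; medium: Tris pH 8 buffer plus EDTA, NaCl, BME, BSA, NP40, catalase; incubation: 50 min reaction at room temperature; technique: FRET, CFP and YFP emission; controls: no-enzyme low control and enzyme-plus-DMSO high control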
UBC13 inh: human UBC13 polyubiquitination inhibition. P61088. UBC13 polyubiquitin chain formation, TR-FRET. inhibition, % at 20 µM. actives 0.47% (n = 330,000); in the data active means inhibition above about 45%, passing the limit was not always enough
Target sequence (P61088 whole entry, looked up): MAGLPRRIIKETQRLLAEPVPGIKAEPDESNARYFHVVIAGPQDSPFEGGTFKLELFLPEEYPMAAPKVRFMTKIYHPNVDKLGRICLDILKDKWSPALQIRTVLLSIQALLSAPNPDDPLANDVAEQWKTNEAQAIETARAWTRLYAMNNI
SENP8 block-1: SENP8 protease inhibition; Q96LD8; inhibition, % at 10 µM; AID 2540; actives 1.2% (n = 330,000); purified SENP8, Z-RLRGG-aminoluciferin cleavage, luminescence; in the data active means inhibition above about 50%
Target sequence (Q96LD8 whole entry, looked up): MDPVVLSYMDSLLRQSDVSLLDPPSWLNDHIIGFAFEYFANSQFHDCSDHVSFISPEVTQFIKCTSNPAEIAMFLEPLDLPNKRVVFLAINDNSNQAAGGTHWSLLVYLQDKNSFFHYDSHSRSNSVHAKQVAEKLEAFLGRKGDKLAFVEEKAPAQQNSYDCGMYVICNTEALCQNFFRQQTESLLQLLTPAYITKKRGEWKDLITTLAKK
SENP8 block-2: blocks human SENP8 cleavage of Nedd8 substrate; Q96LD8; recombinant SENP8, Nedd8 substrate fluorescence; inhibition, % at 20 µM; actives 0.64% (n = 360,000); AID 602440; in the data active means inhibition mostly above about 40%, no sharp cut-off; inactive means mostly below about 27%
SENP6 block: blocks the human protease SENP6 | AID 2599 | Q9GZR1 | actives 1.8% (n = 330,000) | Recombinant SENP6 catalytic domain, aminoluciferin luminescence | inhibition, % at 10 µM;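 active means inhibition above about 50% at the single tested dose, limit read from the data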;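 further: plate controls were DMSO wells with enzyme for no effect and DMSO wells lacking enzyme for full effect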
PfGluPho inh: PfG6PD (Plasmodium falciparum) enzyme inhibition; PfGluPho enzyme, NADPH resazurin-diaphorase fluorescence; AID 504690; inhibition, % at 20 µM; actives 0.78% (n = 350,000);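 active means inhibition reaching at least a set limit at 20 µM in the primary screen, cut at about 59% in these data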;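 further: 0% = DMSO wells with substrate and 100% = DMSO wells lacking glucose-6-phosphate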
An asterisk follows results filed as active; nt = not tested or not shown.

molecule	SENP1 FRET inh	SENP8 block-2	SENP8 block-1	SENP6 block	HKDC1 inh	PfGluPho inh	beta cell repl	UBC13 inh	SENP7 inh
CCCN(CCC)C(=O)CC(c1ccccc1)c1ccc(C)cc1O (stereo not drawn)	0	17	7	6	-3	-8	-3	11	-5
Cc1ccccc1NC(=O)c1cccc(S(=O)(=O)N2CCCCC2)c1	2	5	4	-2	0	6	-2	-1	6
Cc1[nH]nc2ncc(C(=O)c3cc(F)ccc3O)cc12	-11	-58	0	-12	-3	-15	-1	5	-7
NC(=O)CC(NC(=O)c1ccccc1)c1ccc(NC2CCC2)c([N+](=O)[O-])c1 (stereo not drawn)	0	20	2	11	2	4	-3	-96	1
Cc1cc(C(=O)O)ccc1-n1c(C)cc(/C=C2\SC(=O)NC2=O)c1C	-10	-57	8	8	3	14	0	-14	2
Cc1ccc(C(O)Cn2nc(C)cc2C)cc1 (stereo not drawn)	2	22	1	-5	-4	-5	-1	-11	1
CCOC(=O)c1ccc(N2C(=O)Cc3ccccc3C2=O)cc1	-1	63*	4	28	-6	-7	0	-4	4
O=C(CN1CCC(C(=O)O)CC1)Nc1ccccc1Oc1ccccc1	2	14	-4	-11	6	-13	-3	3	6
CCOc1ccccc1OCC(=O)OCC(=O)Nc1ncc(Cl)cc1Cl	2	12	33	1	-12	-15	-4	-5	3
COc1ccc(-n2cnnc2SCC(=O)Nc2cc(C(C)(C)C)nn2-c2ccccc2)cc1	1	17	0	4	1	-9	0	-6	6
COCCCNC(=S)N1CCN(C(=O)c2ccco2)CC1	3	-2	1	3	-8	0	0	2	13
O=[N+]([O-])c1cc(Br)c(O)c(/C=N/Nc2nnnn2-c2cccc3ccccc23)c1	-34	10	6	2	-21	-15	-6	-29	-3
O=C(NCc1ccco1)c1cccc2c1C(=O)c1ccc(/C=C/c3ccccc3)cc1S2(=O)=O	19	-344	10	-13	16	19	-4	-14	2
C/C(Cn1cnc([N+](=O)[O-])n1)=N\NC(=O)c1ccccc1	-1	23	-2	-13	-1	4	1	0	1
CN1C[N+]([O-])=C(c2ccccc2)C1(C)C	2	5	9	-13	-9	-5	-2	-2	-6
O=C(Nc1ccccc1Cl)Nc1ccnn1C1CCN(C(=O)c2cscn2)CC1	0	13	-8	4	-3	-16	-4	-2	-13
CCOc1ccc(N2C(=O)CNC2=S)cc1	1	-3	-10	-22	2	-2	-4	-5	2
CC(C)(C)c1nnc(NC(=O)C2CC(=O)N(CCc3ccc(F)cc3)C2)s1 (stereo not drawn)	2	5	1	2	-4	-3	-3	-3	0
CC(=O)OC[C@H]1O[C@@H](O[C@H]2C[C@]3(C)C(C[C@@H](O)C4C([C@]5(C)CC[C@@H](C(C)(C)O)O5)CC[C@]43C)[C@@]3(C)CC[C@H](O)C(C)(C)C23)[C@H](O[C@@H]2O[C@@H](C)[C@H](O)[C@@H](O)[C@H]2O)[C@@H](O)[C@@H]1O (stereo partly drawn)	0	6	2	4	4	14	-3	14	-4
CCCNC(=O)CSc1nc(Cc2ccccc2)nc2ccccc12	3	5	-2	-9	-3	-17	-4	11	4
Cc1ccccc1N(C(=O)Cc1cccs1)C(C(=O)NCC1CCCO1)c1cccnc1 (stereo not drawn)	1	18	3	-21	-10	-4	-2	-5	7
CS(=O)(=O)N(CC(=O)Nc1ccccc1C(=O)N1CCOCC1)c1cccc([N+](=O)[O-])c1	1	0	-4	4	6	14	-3	9	4
O=C(NCc1ccc2c(c1)OCO2)c1ccc(Cl)s1	3	8	0	22	-6	9	1	2	5
Cc1ccc(S(=O)(=O)N2CCCCC2C)cc1[N+](=O)[O-] (stereo not drawn)	-1	24	15	9	3	17	-1	-7	4
O=C(Cc1c(F)cccc1Cl)N1CCCC1	-2	11	-7	-28	-6	5	-2	2	-3
O=C(Cc1ccc(F)cc1)OCC(=O)N1CCN(S(=O)(=O)c2ccc(Cl)cc2)CC1	1	9	-7	3	0	-5	0	-6	-3
CC1CCCCN1C(=O)C12CCC(C)(/C(=N/O)C1)C2(C)C (stereo not drawn)	0	1	3	-3	-1	-11	-2	-6	3
CC(C(=O)N(C)C1CCS(=O)(=O)C1)N1C(=O)/C(=C/c2ccc(F)cc2)SC1=S (stereo not drawn)	1	17	6	11	9	11	-3	-14	7
CCCc1ncc(C(O)(c2ccccc2)c2ccccc2)n1C	2	21	6	-16	-11	1	2	10	2
CC(C)C(OC(=O)c1nsc(Cl)c1Cl)C(=O)NCc1ccccc1 (stereo not drawn)	-1	10	-1	-7	-2	21	-2	6	-1
COc1ccc(/C=C2\Sc3ccc(C(=O)NCC4CCCO4)cc3N(C)C2=O)cc1 (stereo not drawn)	0	-40	-1	-1	7	45	-3	5	2
CCOc1cc(/C=N/NC(=O)C(=O)N2CCCC2)ccc1O	0	5	5	22	-3	-2	0	-1	1
COc1cc(OC)cc(C(=O)O/N=C(\N)c2ccncc2)c1	6	5	-11	-4	1	-14	0	-5	-11
COc1ccc(CC(=O)Nc2cc(C)ccn2)cc1OC	1	15	-6	-17	-3	-1	0	2	10
CCCOC(=O)Nc1cccc(C(C)=O)c1	4	22	6	-8	1	2	-3	5	0
Cc1cccc(C(=O)NNC(=O)c2ccccc2C)c1	0	14	-11	-20	-3	-11	-3	-18	-6
COc1ccc(C2C(C(=O)c3ccco3)=C(O)C(=O)N2c2nnc(C)s2)cc1OC (stereo not drawn)	53	0	-8	-31	7	3	0	-17	-7
COCC(=O)NCc1nc2ccccc2[nH]1	-15	-1	0	-4	0	4	2	-3	2
COc1ccc2c(c1)c(C(=O)N/N=C/c1ccc(OC)c(OC)c1)c(C)n2C	1	-60	6	12	5	2	0	-7	10
O=C(O)c1ccc(NC(=S)NC(=O)c2ccc(-c3ccc(Br)cc3)o2)cc1	1	-27	nt	nt	5	-32	nt	nt	nt

Full records as entered above:
Listed for `Cc1ccccc1N(C(=O)Cc1cccs1)C(C(=O)NCC1CCCO1)c1cccnc1` (stereo not drawn) → SENP1 FRET inh = 1; SENP8 block-2 = 18; SENP8 block-1 = 3; SENP6 block = -21; HKDC1 inh = -10; PfGluPho inh = -4; beta cell repl = -2; UBC13 inh = -5; SENP7 inh = 7
Listed for `O=C(Cc1ccc(F)cc1)OCC(=O)N1CCN(S(=O)(=O)c2ccc(Cl)cc2)CC1` → SENP1 FRET inh = 1; SENP8 block-2 = 9; SENP8 block-1 = -7; SENP6 block = 3; HKDC1 inh = 0; PfGluPho inh = -5; beta cell repl = 0; UBC13 inh = -6; SENP7 inh = -3

(next part)
molecule	SENP1 FRET inh	SENP8 block-2	SENP8 block-1	SENP6 block	HKDC1 inh	PfGluPho inh	beta cell repl	UBC13 inh	SENP7 inh
Cc1cc(Nc2ccc([N+](=O)[O-])cc2)nc2ccccc12	-30	-80	-5	8	-8	9	1	-25	1
COc1cccc(-c2[nH]nc3c2C(c2ccoc2)C(C#N)=C(N)O3)c1 (stereo not drawn)	-48	17	13	17	14	15	1	0	10
CN1CCCC(OC(=O)c2ccc(C(C)(C)C)cc2)C1 (stereo not drawn)	0	5	-8	3	-5	1	-1	2	17
CCC(C)(C)C1CCC(=NNC(=S)Nc2ccccc2)CC1 (stereo not drawn)	2	45*	5	-10	-2	6	-2	-16	5
CC(=O)OCCN(CCOC(C)=O)c1c(C)[nH]c(=O)[nH]c1=O	2	11	11	-9	-12	3	-1	4	1
CCOC(=O)N1CCC(NC(=O)c2cc(C(=O)Nc3ccc(OCC)cc3)ccc2CO)CC1	1	28	-1	-9	-2	7	0	-1	-2
CCOC(=O)c1cnn(-c2nc(-c3ccccc3)nc3c2COC(C)(C)C3)c1N	2	15	-3	-8	9	13	-4	-1	3
COC(=O)CSc1nnc(-c2ccc(S(=O)(=O)NCc3ccccc3Cl)cc2)o1	2	10	7	7	-5	-6	-6	-3	-1
CC1(C)CCC(=O)N2CC[C@H]3C[C@H](OC(=O)Nc4ccccc4)C[C@@H]1[C@H]32	4	15	56*	69*	2	4	-2	5	73*
COC(=O)c1nn(-c2ccccc2)c(Sc2ccc(Br)cc2)c1/C=N/O	1	4	-1	-10	-3	-3	-2	5	12
COc1ccc(C(C(=O)NC2CCCCC2)N(Cc2ccco2)C(=O)CNC(=O)c2ccco2)cc1 (stereo not drawn)	-3	19	8	-7	5	8	-2	-7	5
CC(C)c1nn(-c2cc(C(F)(F)F)ccn2)c(=O)o1	1	-2	-8	-16	-2	-8	2	3	-2
CCCOc1ccc2c(C)c(CC(=O)OC)c(=O)oc2c1	0	-452	4	-9	2	-11	-1	11	9
Cc1ccccc1-c1n[nH]c(=S)n1/N=C/c1ccc(-c2ccccc2Br)o1	1	8	nt	nt	16	-12	nt	nt	nt
O=C(CCCc1nc(-c2ccccc2)no1)N1CCOCC1	1	5	3	1	-2	-4	0	0	2

Ordered by length of the SMILES (rising): some entries from above
molecule	SENP1 FRET inh	SENP8 block-2	SENP8 block-1	SENP6 block	HKDC1 inh	PfGluPho inh	beta cell repl	UBC13 inh	SENP7 inh
CC(C)c1nn(-c2cc(C(F)(F)F)ccn2)c(=O)o1	1	-2	-8	-16	-2	-8	2	3	-2
Cc1cc(Nc2ccc([N+](=O)[O-])cc2)nc2ccccc12	-30	-80	-5	8	-8	9	1	-25	1
Cc1ccccc1NC(=O)c1cccc(S(=O)(=O)N2CCCCC2)c1	2	5	4	-2	0	6	-2	-1	6
CC(=O)OCCN(CCOC(C)=O)c1c(C)[nH]c(=O)[nH]c1=O	2	11	11	-9	-12	3	-1	4	1
Cc1cc(C(=O)O)ccc1-n1c(C)cc(/C=C2\SC(=O)NC2=O)c1C	-10	-57	8	8	3	14	0	-14	2
CCOC(=O)N1CCC(NC(=O)c2cc(C(=O)Nc3ccc(OCC)cc3)ccc2CO)CC1	1	28	-1	-9	-2	7	0	-1	-2
CC1(C)CCC(=O)N2CC[C@H]3C[C@H](OC(=O)Nc4ccccc4)C[C@@H]1[C@H]32	4	15	56*	69*	2	4	-2	5	73*
CS(=O)(=O)N(CC(=O)Nc1ccccc1C(=O)N1CCOCC1)c1cccc([N+](=O)[O-])c1	1	0	-4	4	6	14	-3	9	4
